Compound activity as filed in PubChem BioAssay.
mcGAS inh: inhibitors of mouse cGAS | Q8C6L5 | recombinant cGAS, Kinase-Glo ATP depletion luminescence | inhibition, % at 12.5 µM | 160,000 tested, 0.15% active;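 further: 0% = negative control wells and 100% = reference inhibitor with no enzyme activity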
hcGAS inh: human cGAS inhibition; Q8N884; recombinant h-cGAS, ATP depletion, Kinase-Glo luminescence; inhibition, % at 12.5 µM; 290,000 tested, 0.081% active; AID 1259398;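 further: 0% = vehicle reaction and 100% = reaction without DNA for no activity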
Target sequence (Q8N884 whole entry, looked up): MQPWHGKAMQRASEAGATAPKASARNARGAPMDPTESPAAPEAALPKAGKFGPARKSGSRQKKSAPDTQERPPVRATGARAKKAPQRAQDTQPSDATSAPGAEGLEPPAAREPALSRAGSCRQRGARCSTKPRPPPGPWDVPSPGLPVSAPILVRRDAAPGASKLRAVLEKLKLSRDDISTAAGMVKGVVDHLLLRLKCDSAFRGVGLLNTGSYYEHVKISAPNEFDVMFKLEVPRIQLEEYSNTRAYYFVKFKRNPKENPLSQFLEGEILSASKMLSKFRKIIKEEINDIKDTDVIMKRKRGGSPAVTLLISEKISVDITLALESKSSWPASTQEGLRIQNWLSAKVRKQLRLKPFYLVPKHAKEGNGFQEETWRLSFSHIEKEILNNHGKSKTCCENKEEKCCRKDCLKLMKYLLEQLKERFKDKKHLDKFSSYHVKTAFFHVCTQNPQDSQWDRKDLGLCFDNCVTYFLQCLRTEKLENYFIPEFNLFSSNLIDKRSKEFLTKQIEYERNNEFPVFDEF
NPYLR7 agonist: activates Aedes aegypti NPYLR7 receptor; HEK293T NPYLR7/Galpha15, GCaMP6s calcium fluorescence; activation, % at 10 µM; 270,000 tested, 0.15% active; AID 1259423; in the data active means activation above about 40%;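 further: 0% = vehicle and 100% = reference agonist at the receptor; some compounds past the cut are filed as inactive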
An asterisk follows results filed as active; nt = no result given; & = joins results of further samples. Unless noted, no stated cut-off is given here; in the data, active means inhibition above about 40%; inactive means the rest. Hits appear at their usual frequency; any-hit rate near 0.26%.

SMILES	mcGAS inh	hcGAS inh	NPYLR7 agonist
COCc1cc(N(C)Cc2ccccc2)nc(SCc2cccc(C(=O)NC3CC3)c2)n1	-6	-8	4
CCOc1cnn(C)c(=O)c1Nc1cccc(C(=O)NCc2cccnc2)c1	-5	-4	-1
NC(=O)c1nnc2n1CCN(Cc1cc3ccccc3o1)C2	nt	-9	7
CC1SCCN1S(=O)(=O)c1ccc(Br)cc1 (stereo not given)	nt	-5	2
CCSc1nc2sc3c(c2c(=O)n1CC)CCC(C)C3 (stereo not given)	nt	3	4
COc1ccccc1Oc1c(CN(CC(O)COCc2ccco2)C(C)C)c(C)nn1-c1ccccc1 (stereo not given)	-9	-6	8
CO[C@H]1CN(c2ncnc3sccc23)CC[C@H]1N	-15	-8	0
OCc1nc2ccccc2n1CCOc1cccc2ccccc12	-2	-6	0
O=C1CCCc2ccc(NC(=O)C3CCCN(C(=O)C4CC4)C3)cc21 (stereo not given)	nt	-8	-5
CCCCc1cc(=O)[nH]c(-c2ccc(CN3CCC(F)(F)CC3)cc2)n1	nt	1	0
Cc1ccc(Cl)c2sc(N3CCOCC3)nc12	-6	-9	3
NC(=NC1C2CC3CC(C2)CC1C3)Nc1ccc(I)cc1 (stereo not given)	nt	-3	43*
Cc1nc2ccc(C(=O)N(C)C(C)C)cn2c1N(C)C(=O)CCc1ccccc1	-3	-5	17
CC(=O)CCc1oc2c(Br)cc(C)cc2c1-c1ccc(C)o1	-8	-4	-9
COc1ccc(S(=O)(=O)Oc2ccc(CN(Cc3ccco3)C(=O)c3ccccc3Cl)cc2)cc1	-3	-1	nt
Cc1ccc(Nc2oc3c(c2-c2cccc(F)c2)c(=O)n(C)c(=O)n3C)c(C)c1	-5	0	-1
CC(C)(C)c1ccc(S(=O)(=O)NC2CCS(=O)(=O)C2)cc1 (stereo not given)	nt	-7	0
CCOc1cccc2sc(=NC(=O)CCS(=O)(=O)c3ccc(F)cc3)n(C)c12	-6	0	0
O=C(CSc1ncnc2c1nnn2-c1ccc(F)cc1)OCc1ccccc1	4	-2	-2
Cc1nc(-c2cccc(C(F)(F)F)c2)nc(N2CCN(C(=O)C(C)(C)CCl)CC2)c1Cc1ccccc1	-6	-3	22
O=C(Nc1ccc(-c2cn3c(n2)CCCC3)cc1)c1ccccn1	nt	-8	5
CC(C)NC[C@H](O)COc1cccc2ccccc12	-3	4&1&2	-10&-4&2
COc1ccc(C)c2sc(N(CCCn3ccnc3)C(=O)c3ccc(Cl)s3)nc12	-4	-4	-14
O=C(Cc1csc(-c2ccccc2)n1)NNC(=O)c1cc(-c2ccccn2)nc2ccccc12	nt	-3	-3
CCOC(=NCCCc1ccccc1)NC(=O)c1cccc(OC)c1	-4	-7	-3

(list continues)
SMILES	mcGAS inh	hcGAS inh	NPYLR7 agonist
CCc1c(C)sc2nc(SCC#N)n(-c3cccc(C)c3)c(=O)c12	-4	0	3
COc1cc(-c2ccnc(N3CCN(C(=O)c4ccc(F)c(C)c4)CC3)n2)cc(OC)c1OC	-7	-9	-7
CC1CN(C(=O)c2cc3c(=O)n4ccccc4nc3n2C)CC(C)O1 (stereo not given)	-5	-4	7
CNC(=O)[C@@H]1C[C@H]2CN(Cc3ccc(OC)cc3)C(=O)c3cccc(c32)N1C(=O)Cc1cccs1	0	10	0
Cc1cccc(CN(C(=O)c2ncoc2C2CCCO2)C2CC2)c1 (stereo not given)	nt	3	0
Nc1nc(SCC(=O)c2ccc(Cl)cc2Cl)nc(C2CCC2)n1	nt	-7	5
Cc1noc(C)c1CN(C)CC(O)c1cccc(F)c1 (stereo not given)	-1	10	-5
COCC(=O)N1CCC(Oc2ccc(C(=O)N3CCC(Cc4ccccc4)CC3)cc2)CC1	nt	-8	19
CCNc1nc(CC)nc2ccccc12	-6	-3	16
O=C(c1cccc(S(=O)(=O)NCC2CC2)c1)N1CCCC1c1ccncc1 (stereo not given)	nt	-11	5
CCN(C)c1cc(Oc2ccc(F)cc2F)ncn1	0	3	-8
Fc1ccccc1C1c2[nH]c3ccccc3c2CCN1Cc1ccccn1 (stereo not given)	-3	1	-1
CC(C)SC(NC(=O)OCc1ccccc1)C(=O)NCCc1cccc(Cl)c1 (stereo not given)	-3	-3	0
CCc1cc(N2CCN(CC)CC2)nc(SCc2cccc(C(=O)NC3CC3)c2)n1	-3	1	9
COc1ccc(-c2csc(-n3[nH]c(C)c(N=Nc4cc([N+](=O)[O-])ccc4C)c3=O)n2)cc1	-5	-2	-3
CNC(=O)NC(=O)CCSc1ccc(F)c(Cl)c1	nt	-13	8
CCN(CC)c1ccc(/C=N\NC(=O)COc2nc(C)c(Br)c(COC)c2C#N)c(O)c1	-3	-4	24
CC1SC(c2cccs2)N(CCN(C(=O)c2ccco2)C(C)C)C1=O (stereo not given)	1	2	5
CCOc1ccc2c(c1)=NC1(N=2)C(=O)N(C)c2ccccc21 (stereo not given)	-6	-6	-15
O=C1CSC2(C(=O)Nc3ccccc32)N1c1ccc(Cl)c(Cl)c1 (stereo not given)	-5	-8	-16
CCNc1ccnc(N2CCC(C(=O)N3CCc4ccccc4C3)CC2)n1	-1	3	-1
CC(/C=C/c1cccc(Oc2ccc(F)cc2)c1)N(O)C(N)=O (stereo not given)	-3	-3	7
Cc1csc(C(C#N)=Cc2cccc(F)c2)n1	-3	-3	4
Cc1nn(C)cc1NC(=O)CN1CCOCC(O)(CN2CCCC2)C1 (stereo not given)	-4	-4	nt
Cc1nonc1C1CCCN1C(=O)CC1c2ccccc2CCc2ccccc21 (stereo not given)	nt	-11	3

The results go on.
SMILES	mcGAS inh	hcGAS inh	NPYLR7 agonist
Cc1ccc(P(=Nc2c(Cl)cccc2Cl)(N2CCCC2)N2CCCC2)o1	nt	-2	5
COc1ccccc1/C=C1/SC(=Nc2ccccc2Cl)NC1=O	-4	-3	-6
CC(=O)Nc1cccc(C(=O)N(C)Cc2sccc2C)c1	nt	-2	-2
CCCSCCNC(=O)c1c(O)cccc1O	-17	-6	-3
COc1ccc2c(c1)CCCN2C(=O)C1CCN(S(=O)(=O)c2ccc(C)c(C)c2)CC1	nt	-6	0
COc1ccc(Br)c(C(=O)NC2CCCCCCC2)c1	-7	-2	4
CC(CC12CC3CC(CC(C3)C1)C2)NCc1ccccc1O (stereo not given)	-8	-5	-11
CCCCCN1CCc2ccccc2OCC(=O)N(C)[C@@H](Cc2ccc(OCC(=O)O)cc2)C1=O	-6	2	14
CCCCc1ccc(S(=O)(=O)c2cnc(SCC(=O)NCc3ccc(F)cc3)[nH]c2=O)cc1	-9	-6	2
O=C(c1ccccc1C(F)(F)F)N1CCC(c2nc(-c3c(Cl)cccc3Cl)no2)CC1	-6	-3	8
CCc1nc2ccc(C(=O)NCC3CCCCC3)cn2c1N(C)Cc1nccn1C	-3	-5	-7
Cc1nc(Cn2nc(C3CCCNC3)n(-c3ccccc3)c2=O)co1 (stereo not given)	-18	-3	26
Cc1cc(C(=O)O)cc(S(=O)(=O)NNC(=O)C(C)C)c1Cl	nt	-2	0
O=C1CC(NS(=O)(=O)N2CCCCC2)CN1CCCc1ccccc1 (stereo not given)	nt	-5	5
Cc1nc([N+](=O)[O-])c(Br)n1Cc1ccccc1	-2	-3	-1
COc1ccc(C(=O)NCCn2cc(SCC(=O)Nc3cccc(C)c3)c3ccccc32)cc1	nt	-4	-3
CCCOC(=NC(C)CCCN(CC)CC)NC(=O)c1ccc(Cl)c(Cl)c1 (stereo not given)	-4	-8	-5
Cc1ccc(NC(=O)Cn2cccc(-c3nc(-c4ccccc4)no3)c2=O)cc1	-8	-4	nt
Cc1[nH]c(=S)c(C#N)c(-c2ccco2)c1C(=O)N(C)C	-13	-4	-2
O=C(CNS(=O)(=O)c1cccs1)N1CCCC2(CCNCC2)CC1	-22	-4	0
COc1ccccc1NC(=O)c1cc(NCc2ccccc2)ccn1	nt	-13	5
CCC(=O)N1CCN=C1SCc1ccc([N+](=O)[O-])cc1	nt	-4	2
C/C(=N\n1c(-c2cccc(Cl)c2)csc1=NC(C)C)c1ccc(O)cc1	nt	-8	-1
COCCn1cc(NC(=O)Nc2cccc(C)n2)c2ccccc21	nt	-13	15
CC(=O)NCCNC(=O)C1(C)Cc2c(-c3ccc(N(C)C)cc3)ccnc2O1 (stereo not given)	-5	1	-14

As a short view, 17 of the compounds above.
SMILES	mcGAS inh	hcGAS inh	NPYLR7 agonist
COCc1cc(N(C)Cc2ccccc2)nc(SCc2cccc(C(=O)NC3CC3)c2)n1	-6	-8	4
CCOc1cnn(C)c(=O)c1Nc1cccc(C(=O)NCc2cccnc2)c1	-5	-4	-1
NC(=O)c1nnc2n1CCN(Cc1cc3ccccc3o1)C2	nt	-9	7
CC1SCCN1S(=O)(=O)c1ccc(Br)cc1 (stereo not given)	nt	-5	2
CCSc1nc2sc3c(c2c(=O)n1CC)CCC(C)C3 (stereo not given)	nt	3	4
COc1ccccc1Oc1c(CN(CC(O)COCc2ccco2)C(C)C)c(C)nn1-c1ccccc1 (stereo not given)	-9	-6	8
CO[C@H]1CN(c2ncnc3sccc23)CC[C@H]1N	-15	-8	0
OCc1nc2ccccc2n1CCOc1cccc2ccccc12	-2	-6	0
O=C1CCCc2ccc(NC(=O)C3CCCN(C(=O)C4CC4)C3)cc21 (stereo not given)	nt	-8	-5
CCCCc1cc(=O)[nH]c(-c2ccc(CN3CCC(F)(F)CC3)cc2)n1	nt	1	0
Cc1ccc(Cl)c2sc(N3CCOCC3)nc12	-6	-9	3
NC(=NC1C2CC3CC(C2)CC1C3)Nc1ccc(I)cc1 (stereo not given)	nt	-3	43*
Cc1nc2ccc(C(=O)N(C)C(C)C)cn2c1N(C)C(=O)CCc1ccccc1	-3	-5	17
CC(=O)CCc1oc2c(Br)cc(C)cc2c1-c1ccc(C)o1	-8	-4	-9
COc1ccc(S(=O)(=O)Oc2ccc(CN(Cc3ccco3)C(=O)c3ccccc3Cl)cc2)cc1	-3	-1	nt
Cc1ccc(Nc2oc3c(c2-c2cccc(F)c2)c(=O)n(C)c(=O)n3C)c(C)c1	-5	0	-1
CC(C)(C)c1ccc(S(=O)(=O)NC2CCS(=O)(=O)C2)cc1 (stereo not given)	nt	-7	0

Following part.
SMILES	mcGAS inh	hcGAS inh	NPYLR7 agonist
CC(C)c1nnc(NC(=O)c2cccs2)s1	-4	2	-2
CC(C)c1nc(CN(C)C(=O)CC2C(=O)NCCN2Cc2ccccc2)no1 (stereo not given)	-15	-6	4
CCN(CC)C(=O)N1C[C@H](NC(=O)c2sc(C)nc2C)[C@@H](C2CC2)C1	-6	-10	nt
Cn1nnc2c(N3CCN(C(=O)C4CCCCC4)CC3)ncnc21	nt	-6	1
O=C(COc1ccc(F)cc1Cl)Nc1cccc2nsnc12	nt	4	0
COc1ccc(S(=O)(=O)NCC2CCCN(C(=O)c3ccccc3N(C)C)C2)cc1 (stereo not given)	nt	-9	3
COc1ccccc1-n1c(SCc2ccc(C(=O)O)cc2)nnc1-c1ccc([N+](=O)[O-])cc1	-6	-4	-5
CCCCCCC(=O)Nc1nnc(SCc2cc(C)cc(C)c2)s1	-5	-3	14
Cn1c(=O)n(CCc2ccccc2)c(=O)c2c1nc1n2CCCN1C1CCCCC1	-5	-5	0
COc1cccc(Cc2nsc(N(CCC(=O)NCCc3ccc(Cl)cc3Cl)Cc3ccco3)n2)c1	-6	-15	-10
CN(Cc1ncc[nH]1)Cc1ccc(C2CCCCO2)o1 (stereo not given)	-9	-7	nt
OC(COCc1ccco1)CN(Cc1cccc(Cl)c1)CC1CC(c2ccccc2Cl)=NO1 (stereo not given)	-4	-5	-3
Cc1ccc(CCNC(=O)CC2C(=O)N(C)C(=O)N2C)cc1C (stereo not given)	nt	-1	2
COc1ccccc1C(C)NC(=O)C1CCCN1C(=O)c1cc(Cl)cc(Cl)c1 (stereo not given)	nt	-7	7
COC(=O)c1cccc(N2C(=O)C3C(C2=O)C2(C)C=CC3(C)O2)c1 (stereo not given)	nt	-4	10
COc1ccc(N2C3=[N+](CCCC3)CC2(O)c2ccc(F)cc2)cc1 (stereo not given)	nt	-5	-3
CC(=O)Nc1sc2c(c1-c1nc3ccccc3s1)CCCC2	-2	0	3
O=C1NC2(CCCC2)C(=O)N1CCS(=O)(=O)Oc1ccccc1	nt	-4	1
O=C1NCCN(Cc2ccccc2)C1CC(=O)N1CCC(O)(c2ccccc2)CC1 (stereo not given)	-8	-4	0
CC(C)C(C)N(Cc1cnc[nH]1)Cc1ccco1 (stereo not given)	nt	-6	24
Clc1ccc(-c2nc(CSc3nc4ccccc4s3)cs2)cc1	-4	-1	4
COC(=O)c1cc(Cl)c2c(c1)CC(CNC(=O)c1ccccc1OC)O2 (stereo not given)	-5	-3	17
CCCNC(=O)N1CCN(c2cccc(Br)c2)C(=O)C1C (stereo not given)	nt	-6	0
Cc1cccc(CC2=CN3CCS(=O)(=O)N=C3S2)c1	nt	-4	-3
Cn1cc(S(=O)(=O)N2CCN(C(=O)c3cccnc3)CC2)cc1C(N)=O	11	16	3
COc1ccc(C(=O)N2CCN3CCNC(=O)C3C2)o1 (stereo not given)	nt	-6	0
CC(NC(=O)Cn1nc(C(=O)N2CCN(C)CC2)cc1-c1cccs1)c1ccccc1 (stereo not given)	nt	3	-9
O=C(CCl)N1CCN(Cc2cccc3ccccc23)CC1	nt	-3	0
Cn1c(Br)nc2c1c(=O)[nH]c(=O)n2C	nt	-6	-1
